Bioassay records (PubChem)
Artemis endo inh – Artemis endonuclease inhibitors, primary screen, biochemical, fluorescence intensity, FAM/BHQ-1 hairpin substrate | Protein artemis (Homo sapiens), Q96SD1 | recombinant Artemis, quenched FAM hairpin cleavage fluorescence | inhibition, % at 10 µM | 30,000 compounds, 0.78% hits;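 active means at 10 µM dose, at least 30% inhibition, measured as corrected fluorescence normalized to stimulator and neutral control wells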
Target sequence (Q96SD1 whole entry, looked up): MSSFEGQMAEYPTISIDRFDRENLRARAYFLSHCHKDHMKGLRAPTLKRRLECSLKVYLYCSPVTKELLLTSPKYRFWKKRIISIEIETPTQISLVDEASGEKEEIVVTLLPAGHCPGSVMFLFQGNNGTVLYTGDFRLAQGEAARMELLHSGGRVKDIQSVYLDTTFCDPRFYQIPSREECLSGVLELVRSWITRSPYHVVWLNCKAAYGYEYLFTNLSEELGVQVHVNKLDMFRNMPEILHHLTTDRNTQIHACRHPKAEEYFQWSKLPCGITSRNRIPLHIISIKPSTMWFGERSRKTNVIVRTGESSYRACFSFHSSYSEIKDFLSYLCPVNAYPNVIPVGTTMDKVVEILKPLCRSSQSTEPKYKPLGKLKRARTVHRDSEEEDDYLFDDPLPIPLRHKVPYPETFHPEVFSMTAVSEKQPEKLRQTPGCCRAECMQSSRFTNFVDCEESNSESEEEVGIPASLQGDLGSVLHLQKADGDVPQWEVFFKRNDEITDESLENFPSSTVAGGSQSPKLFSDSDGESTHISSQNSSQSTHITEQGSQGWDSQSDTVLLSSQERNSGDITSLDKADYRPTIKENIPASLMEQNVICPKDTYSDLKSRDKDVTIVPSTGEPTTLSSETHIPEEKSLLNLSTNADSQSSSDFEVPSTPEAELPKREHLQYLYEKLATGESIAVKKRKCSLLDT
* marks the source's active call; other numbers are inactive results.

For O=C(c1ccco1)N1CCN(c2nc3ccccc3n3nnnc23)CC1 the results were Artemis endo inh 7.
`Cc1cccc(N2C(=O)CC(SC(=Nc3ccccc3)Nc3ccccc3)C2=O)c1` (stereo unspecified) gave Artemis endo inh 0.
For Cc1ccc(C(=O)NCCCn2ccnc2)o1 the results were Artemis endo inh -1.
For Cc1cc(C)c(S(=O)(=O)c2ccccc2)c(OC(=O)c2c(F)cccc2Cl)n1 the results were Artemis endo inh -3.
`O=C(CN1CCN(Cc2ccccc2)CC1)NC(=O)NC1CCCCC1` gave Artemis endo inh -4.
For O=[N+]([O-])c1cc2c(c(CSc3nnc(Nc4ccccc4)s3)c1)OCOC2 the results were Artemis endo inh -5.
`COC(=O)c1ccc(-c2nc3cc(N)ccc3o2)cc1` gave Artemis endo inh -2.
Screening CC(C)c1ccc(C(C(=O)NC2CCCC2)N(C(=O)CNC(=O)c2ccco2)c2cccnc2)cc1 (stereo unspecified) returned Artemis endo inh -6.
Screening Cc1onc(C(=O)N2CCC(C(N)=O)CC2)c1-c1ccccc1Cl returned Artemis endo inh -1.
For c1ccc(-c2csc3ncnc(NCCCN4CCOCC4)c23)cc1 the results were Artemis endo inh -3.
`Cn1c(SCC(=O)N2CCN(c3ccccc3)CC2)nnc1-c1ccncc1` gave Artemis endo inh -2.
CC(C)NC(=O)C12CC3CC(C1)CC(n1cnc(Cl)n1)(C3)C2 was read as Artemis endo inh -8.
For O=C(Nc1cccc(C(=O)N2CCOCC2)c1)c1cncc(Br)c1 the results were Artemis endo inh -14.
COc1ccc(CCN(C)C(=O)C2CCCN(Cc3ccc(OC)c(OC)c3)C2)cc1OC (stereo unspecified) was read as Artemis endo inh -7.
`CCOc1ccc(NC(=O)Cn2nc(-c3ccccc3Cl)n(CC)c2=S)cc1` gave Artemis endo inh 8.
Screening O=C(OCc1ccco1)c1ccc(S(=O)(=O)N2CCCCC2)cc1 returned Artemis endo inh 21.
For Cc1ccc(C)n1-n1c(C)nc2sc(-c3ccccc3)cc2c1=O the results were Artemis endo inh 6.
For CC1(C)Cc2c(c(N3CCCCC3)[nH]c(=S)c2C#N)CS1 the results were Artemis endo inh 3.
For O=S(=O)(c1ccccc1)N1CCN(C2CCN(Cc3ccccc3)CC2)CC1 the results were Artemis endo inh -10.
Screening CCOC(=O)c1sc(NC(=O)c2ccc(C)s2)cc1C returned Artemis endo inh 4.
O=C(O)CSc1ccccn1 was read as Artemis endo inh -2.
Screening CCOC(=O)c1ccccc1NC(=O)CN1C(=O)CCS(=O)(=O)c2ccccc21 returned Artemis endo inh -3.
COc1ccc(C2NC3=C(CCC3)C3(C#N)C4(N=C(N)C23C#N)OCCO4)cc1 (stereo unspecified) was read as Artemis endo inh 2.
Screening O=C(CSc1ncccn1)Nc1ccc(N2CCOCC2)cc1 returned Artemis endo inh 2.
For Cc1cc(=O)oc2cc(NC(=O)C3CC(=O)N(Cc4ccccc4)C3)ccc12 (stereo unspecified) the results were Artemis endo inh -2.
Screening COc1ccc(-c2cnc(SCC(=O)Nc3cc(C)on3)n2Cc2ccco2)cc1 returned Artemis endo inh 4.
Screening COCCn1c(COc2ccc(OC)cc2)nc2ccccc21 returned Artemis endo inh -5.
Cc1ccc(S(=O)(=O)Nc2nc3ccccc3nc2N2CCN(c3ccccc3F)CC2)cc1 was read as Artemis endo inh 15.
`CN1C(=O)NC(NC(=O)C2CCCCC2)(C(F)(F)F)C1=O` (stereo unspecified) gave Artemis endo inh -9.
For CC(C)(C)c1cc(CN2CCOCC2)c(C(=O)O)o1 the results were Artemis endo inh 3.
COc1ccc(C2CC(=O)n3c(nc4ccccc43)S2)cc1OC (stereo unspecified) was read as Artemis endo inh -5.
For Nc1c(N=Nc2cccc(Cl)c2)c(=O)[nH]n1-c1ccccc1 the results were Artemis endo inh 6.
For COCCNC(=O)C(c1cccs1)N(CCc1ccccc1)C(=O)Cn1nnc2ccccc21 (stereo unspecified) the results were Artemis endo inh -2.
`Clc1cccc(Cl)c1CON/C=N/c1ncnc2sccc12` gave Artemis endo inh 6.
Screening O=C(C1CCN(S(=O)(=O)c2cnc[nH]2)CC1)N1CCN(Cc2ccc3c(c2)OCO3)CC1 returned Artemis endo inh 3.
For COc1ccc(NC(=O)c2nc[nH]c2C(=O)Nc2ccccc2C)cc1 the results were Artemis endo inh -8.
Screening CCOC(=O)N1CCN(c2nc3ccccc3nc2C(C#N)C(=O)NCCc2ccccc2)CC1 (stereo unspecified) returned Artemis endo inh 3.
CC1CCN(S(=O)(=O)c2ccc(N/N=C(/C#N)C(N)=O)cc2)CC1 was read as Artemis endo inh -5.
Screening CCCn1c(NCc2ccco2)nc2c1c(=O)n(C)c(=O)n2C returned Artemis endo inh -4.
CCCCn1nc(NC(=O)c2cccs2)c2cc3cc(OC)ccc3nc21 was read as Artemis endo inh 16.
For CCOc1nc(Nc2ccc(OC)c(Cl)c2)nc(OCC)n1 the results were Artemis endo inh 14.
Screening CCN(CC)CC(=O)c1c[nH]c2ccc(C)cc12 returned Artemis endo inh -4.
Screening COc1ccc(CC(=O)NCc2ccc3c(c2)OCO3)cc1 returned Artemis endo inh 0.
Cc1csc(NC(=O)c2cc3c(s2)CCCCC3)n1 was read as Artemis endo inh 8.
For Cc1cccc(OCCCC(=O)Nc2ccc(S(=O)(=O)Nc3onc(C)c3C)cc2)c1C the results were Artemis endo inh 7.
COc1cccc(CNC(=O)c2ccccc2N)c1 was read as Artemis endo inh 6.
`Cc1ccc(NC(=O)CCCC(=O)O)c(Br)c1` gave Artemis endo inh -6.
For CC(C)[C@@H]1CC[C@@H](C)c2c(-c3ccccc3)n[nH]c21 the results were Artemis endo inh -1.
Screening O=C(CCN1CCCCCC1)c1ccccc1 returned Artemis endo inh 9.
Screening COCCn1c(-c2ccccc2F)n[nH]c1=S returned Artemis endo inh -7.
`CCCc1cc2c(cc1NC(=O)c1ccccc1C)OCO2` gave Artemis endo inh 2.
`COc1ccc(NC(=O)c2cnn3c(C(F)(F)F)cc(-c4ccco4)nc23)cc1OC` gave Artemis endo inh -6.
Screening CN(c1ncc(C(F)(F)F)cc1Cl)n1cc(C(N)=O)c2ccccc2c1=O returned Artemis endo inh 3.
`O=C(C1CCN(C2CC(=O)N(c3ccc(F)cc3)C2=O)CC1)N1CCOCC1` (stereo unspecified) gave Artemis endo inh 0.
CC(C)(/C=N/O)/[N+]([O-])=C/c1ccco1 was read as Artemis endo inh 8.
Screening CCOc1cc(N2CCOCC2)c(OCC)cc1NC(=O)Cc1cccc(OC)c1 returned Artemis endo inh 6.
Screening COc1ccc(C(=O)NCc2ccccc2)cc1S(=O)(=O)N1CCCc2ccccc21 returned Artemis endo inh 4.
Screening O=C1NC(=Nc2ccccc2)S/C1=C\c1cccn1-c1ccccc1 returned Artemis endo inh 8.
Screening Cc1c(C(=O)O)oc2ccc(S(=O)(=O)N3CCC(C)CC3)cc12 returned Artemis endo inh -10.
For CCC12CN3CC(CC)(CN(C1)C3c1c(O)ccc3ccccc13)C2=O (stereo unspecified) the results were Artemis endo inh 7.
O=C(O)c1ccc2noc(-c3ccccc3)c2c1 was read as Artemis endo inh 5.
For O=S(=O)(NCc1ccco1)N1CCOCC1 the results were Artemis endo inh -12.
O=S(=O)(NC(=NC1CCCC1)C(F)(F)F)c1ccccc1 was read as Artemis endo inh -14.
`CCN1CCn2c3c(c4cc(Br)ccc42)CCCC31` (stereo unspecified) gave Artemis endo inh -10.
For CC(C)Oc1ccc(C(=O)NC(C)(C)CO)cc1 the results were Artemis endo inh 2.
`COCCn1c(SC(C)C(=O)Nc2ncc(Cl)cc2Cl)nc2ccccc21` (stereo unspecified) gave Artemis endo inh 2.
`Cc1[nH]c2ccccc2c1[C@H]1[C@@H](CC#N)C1(C)C` gave Artemis endo inh 2.
N#Cc1cc2c(nc1SCC(=O)N1CCCCC1)CCCCC2 was read as Artemis endo inh 8.
For Cc1ccc(C)c(Oc2coc3cc(OC(=O)c4cccs4)ccc3c2=O)c1 the results were Artemis endo inh -55.
`Cc1cc2c(s1)c1cnn(Cc3ccccc3F)c(=O)c1n2C` gave Artemis endo inh 3.
`CCCC(c1nnnn1C(C)(C)CC)N1CCN(C2CCCC2)CC1` (stereo unspecified) gave Artemis endo inh -6.
For CC(C)CNC(=O)NC(=O)COc1c(F)c(F)cc(F)c1F the results were Artemis endo inh -14.
CC(C)(C)C(=O)Nc1ccc(N2CCCC2)cc1 was read as Artemis endo inh 10.
Screening O=C(NC(Cc1ccccc1)C(=O)OCC(=O)N1CCc2ccccc21)c1ccco1 (stereo unspecified) returned Artemis endo inh 7.
N#Cc1c(NC(=O)Cn2c(=O)oc3ccccc32)oc(-c2ccccc2)c1-c1ccccc1 was read as Artemis endo inh 19.
COc1ccc(-c2nnc(N(C)C(=O)C3CCOC3)s2)cc1 (stereo unspecified) was read as Artemis endo inh -1.
Screening COc1ccc(/C=N/n2c(C)nnc2C)c(OC)c1OC returned Artemis endo inh -6.
CC1=CC(C)C(/C=N/n2cnnc2)C(C)C1 (stereo unspecified) was read as Artemis endo inh -3.
COc1ccc2[nH]cc(C(=O)CN3CCN(C4CCCCC4)CC3)c2c1 was read as Artemis endo inh -2.
`CN1C(=O)/C(=N/OC(=O)c2ccccc2)c2ccccc21` gave Artemis endo inh -7.
O=C(CSc1nnc(Cc2ccccc2)n1Cc1ccccc1)NCc1ccco1 was read as Artemis endo inh 1.
For Cc1nc(NNC(=O)c2ccccc2)cc(-c2ccccc2)n1 the results were Artemis endo inh -8.
O=C(CCCOc1ccccc1)N1CCN(c2ccccc2)CC1 was read as Artemis endo inh -4.
For Cc1ccc(-n2nc(C(=O)N3CCOCC3)cc2-c2ccc(Cl)cc2)cc1 the results were Artemis endo inh 9.
For CCSC1=C(C#N)C2(CCCCC2)C(C#N)=C(N)N1 the results were Artemis endo inh -1.
Screening CN1CCN(C(=O)CCC(=O)c2ccc(F)cc2)CC1 returned Artemis endo inh -15.
Screening COC(=O)CNC(=O)c1ccc(C)s1 returned Artemis endo inh 1.
Screening COc1ccc(S(=O)(=O)N2Cc3ccccc3CC2C(=O)Nc2nccs2)cc1OC (stereo unspecified) returned Artemis endo inh -7.
Cc1cc(C)c2c(N)c(C(=O)N3CCN(c4ncccn4)CC3)sc2n1 was read as Artemis endo inh -1.
Screening Cc1ccc(NS(=O)(=O)c2cn(C)cn2)cc1 returned Artemis endo inh 0.
Screening COc1ccccc1NC(=O)NC1(C(=O)N2CCCCCC2)CCCCC1 returned Artemis endo inh -2.
CC(C)OC(=O)c1cc(NC(=O)C2C3CCC(O3)C2C(=O)O)cc(C(=O)OC(C)C)c1 (stereo unspecified) was read as Artemis endo inh -5.
For COc1ccc(-c2nnc(N(C)C(=O)C3CCCO3)s2)cc1 (stereo unspecified) the results were Artemis endo inh -1.
CCCCCCCCCCNC(=O)C(=O)Nc1ccccn1 was read as Artemis endo inh 5.
For CNC(=O)c1[nH]cnc1C(=O)Nc1cccc(OC)c1 the results were Artemis endo inh -7.
Screening CSc1nc(Cl)cc(N(CCO)CCO)n1 returned Artemis endo inh -5.
Screening COc1cc(SC)ccc1C(=O)N(C)Cc1ccccc1 returned Artemis endo inh -8.
For Cc1ccc(-c2ccc(/C=N/NC(=O)CN3CCCC3)o2)cc1Cl the results were Artemis endo inh 3.
For COc1ccc(/C=C/C(=O)c2ccccc2O)cc1CN1CCOCC1 the results were Artemis endo inh 0.
For CCOCC(=O)Nc1cc(OC)c(Cl)cc1OC the results were Artemis endo inh -6.
Screening COc1ccc(C(=O)c2ccc(Cl)cc2)c2ccccc12 returned Artemis endo inh -5.
CC(C)(C)c1ccc(C(=O)N/C(N)=N/c2nc3ccccc3o2)cc1 was read as Artemis endo inh -10.
`Cc1cccc(N2C(=O)CC(Sc3nnc(C)s3)C2=O)c1` (stereo unspecified) gave Artemis endo inh -5.
`Cc1cc(C(=O)OCC(=O)Nc2ccc(F)cc2)c(C)o1` gave Artemis endo inh 4.
For CC(C)(C)N1C(=O)c2ccc(C(=O)O)cc2C1=O the results were Artemis endo inh 0.
`O=C(CCSc1ccccc1)NCC1CCCO1` (stereo unspecified) gave Artemis endo inh -13.

Of the compounds above, these contain a thiophene ring, fused or not:
For c1ccc(-c2csc3ncnc(NCCCN4CCOCC4)c23)cc1 the results were Artemis endo inh -3.
For Cc1ccc(C)n1-n1c(C)nc2sc(-c3ccccc3)cc2c1=O the results were Artemis endo inh 6.
Screening CCOC(=O)c1sc(NC(=O)c2ccc(C)s2)cc1C returned Artemis endo inh 4.
For COCCNC(=O)C(c1cccs1)N(CCc1ccccc1)C(=O)Cn1nnc2ccccc21 (stereo unspecified) the results were Artemis endo inh -2.
`Clc1cccc(Cl)c1CON/C=N/c1ncnc2sccc12` gave Artemis endo inh 6.
CCCCn1nc(NC(=O)c2cccs2)c2cc3cc(OC)ccc3nc21 was read as Artemis endo inh 16.
Cc1csc(NC(=O)c2cc3c(s2)CCCCC3)n1 was read as Artemis endo inh 8.
For Cc1ccc(C)c(Oc2coc3cc(OC(=O)c4cccs4)ccc3c2=O)c1 the results were Artemis endo inh -55.
`Cc1cc2c(s1)c1cnn(Cc3ccccc3F)c(=O)c1n2C` gave Artemis endo inh 3.
Screening COC(=O)CNC(=O)c1ccc(C)s1 returned Artemis endo inh 1.
Cc1cc(C)c2c(N)c(C(=O)N3CCN(c4ncccn4)CC3)sc2n1 was read as Artemis endo inh -1.

Not all compounds are listed, so the mix of outcomes need not match the whole.
